Tb PYK inh: blocks Trypanosoma brucei pyruvate kinase; Q57TT1; TbPYK enzyme, Kinase-Glo Plus ATP luminescence, 45 min; Potency, µM (series often up to 76.8 µM), without a hit: at the top dose activity, negative = inhibition, most hits filed as inhibitors; 410,000 tested, 0.12% active; active means well fitted inhibition curve with a large enough effect; inconclusive means small, poorly fitted or top-dose-only effect; further: nearly all actives have a fitted effect of over 50% in size
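Luminescence from Kinase-Glo Plus, added after a 45-minute room-temperature reaction, served as the end-point read-out. The enzyme and substrate were preincubated with compound before ADP (130 uM final) initiated turnover. Concentration-effect curves came from normalized qHTS data.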
Active calls of the source: *; ? = inconclusive; [ ] = dose if it differs, or a comment. On the % scale 0 is the no-effect control and ±100 the full control effect; potency means the concentration at half of the fitted maximal effect.

SMILES | Tb PYK inh
O=C(NCCc1ccc2c(c1)OCO2)Oc1ccccc1 | -1.9%
Cc1nnc2n1-c1sc(Br)cc1C(c1ccccc1Cl)=NC2 | 1.6%
COc1ccncc1-c1ccc(C2=CC(=O)CC(C)(C)C2=O)cc1 | 0.1%
COc1ccc(C2=CC(c3ccc(F)cc3)n3ncc(C(=O)Nc4ccc(C)cc4)c3N2)cc1 (stereo not drawn) | 2.3%
CN(C)S(=O)(=O)N(CC(=O)NCCSc1ccc(Cl)cc1)c1ccccc1 | -10.3%
CCc1cccc(C)c1NC(=O)C1=C(C)C(=O)OC12CCC(C)CC2 (stereo not drawn) | 1.7%
COc1ccc(S(=O)(=O)N(CC(=O)Nc2ccc3c(c2)OCO3)c2ccc(C)cc2)cc1 | -3.0%
COc1cccc(OC)c1C(=O)Nc1nnc(C)s1 | 2.4%
Cc1ccc(S(=O)(=O)NC(=O)NC2=NC(C)(C)N(c3ccc(Cl)c(Cl)c3)C(N)=N2)cc1 | -3.7%
COc1ccc(S(=O)(=O)N2CCC(C(=O)NCCC(=O)NCc3cccnc3)CC2)cc1 | 1.5%
COc1cccc(CNC(=O)[C@@H]2CCCN2C(=O)[C@H]2CCCCN2C(=O)c2c(F)cccc2F)c1 | 4.0%
CC(=O)CC[N+](C)(C)C | -15.0%
CCN(Cc1ccccc1)Cc1c(O)ccc2oc(C)c(C(=O)Nc3ccccc3C)c12 | -7.6%
Cc1ccc(OP2(=O)Nc3cc(C)c(C)cc3S2)cc1 (stereo not drawn) | -10.0%
CC(C)(C)c1ccc(CC(=O)N2CCC2(C)C(=O)NS(=O)(=O)c2ccc(Cl)s2)cc1 (stereo not drawn) | 1.1%
Cc1ccc(-c2nc3cccc(C)n3c2Nc2ccc3c(c2)OCCO3)cc1 | -3.8%
CCCc1nn2c(=O)cc(COC(=O)c3cccc(NC(=O)c4ccc(OCC)cc4)c3)nc2s1 | -0.1%
COc1ccc2c(CNCCc3ccccc3)c(C(=O)O)n(Cc3cccc(F)c3)c2c1 | -1.1%
Clc1cc(Cl)cc(C2=NC(Cc3ccccc3)CO2)c1 (stereo not drawn) | 0.0%
CC1(C(=O)Nc2cccc3c2CCCC3)CCN1C(=O)C1(c2ccccc2)CC1 (stereo not drawn) | 0.7%
CCN(C(=O)COC(=O)C(C)(C)Oc1ccc(Cl)cc1)c1c(N)n(Cc2ccccc2)c(=O)[nH]c1=O | 2.0%
O=C(CC(=O)c1cccnc1)c1ccccc1 | 4.3%
Cc1ccccc1-c1nc2c(c(SCc3cccc(Cl)c3)n1)Cc1c(CO)cnc(C)c1O2 | 2.1%
Cc1ccccc1CNC(=O)Cc1csc2ccccc12 | 0.3%
Cc1ccc(-c2noc(-c3nnn(-c4cccc(C(F)(F)F)c4)c3N)n2)cc1 | -1.4%
COc1ccccc1Nc1ncc2c(n1)CCN(Cc1ccc(C)s1)C2 | -3.4%
COc1ccc(Cl)cc1NC(=S)NC(=O)c1ccc2c(c1)OCO2 | -11.0%
C[N+]1(C)CCC(OC(=O)CC(O)(c2ccccc2)C2CCCC2)C1 (stereo not drawn) | -9.5%
Cc1ccc2oc(C(=O)N(Cc3ccccc3F)C3CCS(=O)(=O)C3)c(C)c2c1 (stereo not drawn) | 3.6%
CC1=C(C(=O)N2CCOCC2)CC(CC(=O)NCc2cccc3ccccc23)C(=O)N1Cc1ccccc1 (stereo not drawn) | -7.6%
COc1cc(OC)c(NC(=O)c2ccc3nc(C(C)C)oc3c2)cc1Cl | 6.2%
O=C1N[C@@H](Cc2cn(S(=O)(=O)c3ccccc3)c3ccccc23)C(=O)N[C@H]1Cc1ccccc1 | -0.9%
COc1ccc(-c2nnc(SCC(=O)Nc3c(C)cccc3C)nc2-c2ccc(OC)cc2)cc1 | 2.0%
CCc1nc2c(OCc3ccc(OC(F)F)cc3)cccn2c1N(C)C(=O)c1ccco1 | -11.7%
CCc1ccccc1NC(=O)N1CC(C)Sc2ccccc21 (stereo not drawn) | -1.7%[15.4 µM]
CCOC(=O)c1c(-c2cc(OC)c(OC)c(OC)c2)csc1N | -2.1%
Cc1ccc([C@H]2N[C@]3(CCCN(CC4CCCCC4)C3=O)[C@H]3C(=O)N(Cc4ccccc4)C(=O)[C@@H]23)cc1 | 1.3%
COc1ccc2cc3cc(C(=O)NCCc4ccccc4)sc3nc2c1Cl | -4.6%
Cc1nnc(NCc2ccccc2)c2c1nnn2Cc1ccc(F)cc1 | -1.0%
CSCCNC(=O)C1(C)CCN1C(=O)CCc1ccccc1 (stereo not drawn) | 7.8%
CCc1nc2ccc(C(=O)Nc3cccc(NS(C)(=O)=O)c3)cn2c1N(C)CCN1CCOCC1 | 6.0%
Cc1ccc(-c2ccc3c(c2)O[C@H](CN(C)Cc2cncnc2)[C@@H](C)CN([C@H](C)CO)S3(=O)=O)cc1 | 0.8%
CCCCOCCCNC(=O)C[C@@H]1C[C@@]2(C(=O)OC)CCCCC=C2N(CCC2=CCCCC2)C1=O | 1.7%
Cn1c(CCN2CCCC2)nc2cc(NC(=O)COc3ccc(Cl)cc3)ccc21 | -5.6%
COc1ccc(CNC(=O)c2cc3ccccn3n2)c(OC)c1 | -0.5%
Cc1ccc2nc(Cl)c3cc(C(=O)NC4CCC(C)CC4)sc3c2c1 (stereo not drawn) | -5.6%
CCc1ccccc1NC(=O)Cn1c(=O)n(Cc2ccc3c(c2)OCO3)c(=O)c2ccc(C(=O)NC3CCCCC3)cc21 | 12.9%
COc1ccc(OC)c(CN2CCN(C(=O)c3cccc(S(=O)(=O)N(C)c4ccccc4)c3)CC2)c1 | 5.6%
COCCNC(=O)C1(C)CCCN(Cc2ccc(C)c3ccccc23)C1 (stereo not drawn) | -15.3%
Cc1cccc(-c2nc(C)c(CCNC(=O)C(=O)Nc3ccc(C)c(C)c3)s2)c1 | 4.0%
COc1ccccc1C(=O)c1c(N)c(-c2nc(-c3ccccc3)cs2)c2ccccn12 | -7.8%
CCCc1c(C(=O)N/N=C/C2CC=CCC2)nnn1-c1nonc1N (stereo not drawn) | 2.9%
Cc1cccc(-n2cc(-c3ccccc3)nc2SCC(=O)Nc2ccccc2Cl)c1 | 0.1%
Clc1ccc(-c2nc3ccc(Cl)cn3c2Cc2cccc(Cl)c2)cc1 | -5.6%
CCS(=O)(=O)N1Cc2cc(C(=O)N(C)C)nc(-c3cccc(-c4ccc(F)cc4)c3)c2[C@H]1CCO | -0.7%
C=CCOc1c(Cl)cc(Cl)cc1S(=O)(=O)NCCO | 1.1%
COc1ccccc1N1CCN(CCCNc2c(C)c(=O)n(C)c(=O)n2C)CC1 | 5.7%
O=C(Nc1ccc(C(=O)OCc2cc(=O)n3c4c(sc3n2)CCCC4)cc1)c1ccc(F)cc1 | 4.2%
CC1CCc2c(sc3nnn(CC(=O)Nc4cccc(C(F)(F)F)c4)c(=O)c23)C1 (stereo not drawn) | -2.2%
Cc1ccc(Cl)c2sc(NC(=O)c3ccc(S(=O)(=O)N4CCCC4)cc3)nc12 | 4.5%

Reprinted at random: three entries already listed.
SMILES | Tb PYK inh
Clc1ccc(-c2nc3ccc(Cl)cn3c2Cc2cccc(Cl)c2)cc1 | -5.6%
COc1ccncc1-c1ccc(C2=CC(=O)CC(C)(C)C2=O)cc1 | 0.1%
CCc1ccccc1NC(=O)Cn1c(=O)n(Cc2ccc3c(c2)OCO3)c(=O)c2ccc(C(=O)NC3CCCCC3)cc21 | 12.9%

Next part
SMILES | Tb PYK inh
COc1ccc([C@H]2C[C@H](O)C[C@@H](CCn3cc(-c4ccccc4)nn3)O2)cc1 | -11.5%
Cc1cc(C)cc(-n2ccnc(NCCc3ccccc3)c2=O)c1 | -0.6%
CC(C)NC(=O)c1onc(CSc2ccncc2)c1C(=O)NC(C)C | -2.7%
CCc1nc2ccc(C(=O)NCCc3ccccn3)cn2c1N(C)Cc1ccc(N(C)C)cc1 | 2.5%
COc1ccc(OC)c(NC(=O)C2CCCN2S(=O)(=O)c2ccc3c(c2)CC(C)N3C(C)=O)c1 (stereo not drawn) | 6.0%
Cc1ccccc1-c1noc(-c2ccc(N3CCCC3)c([N+](=O)[O-])c2)n1 | 3.0%
Cc1c(C(=O)Nc2cccc(C(F)(F)F)c2)sc2nc3n(c(=O)c12)CCCC3 | -2.6%
CC(O)(c1ccccc1)c1nc(-c2ccc(S(C)(=O)=O)cc2)cs1 (stereo not drawn) | 6.1%
COc1ccccc1C(=O)Nc1ccccc1SCc1cc(=O)c2ccccc2[nH]1 | 0.6%
NC(=O)c1ccc(NC(=O)COC(=O)C23CC4CC(CC(C4)C2)C3)cc1 | -6.9%
CCOC(=O)N1CCc2c(sc3c2c(=O)n(-c2ccccc2)c(=O)n3CC(=O)Nc2ccc(OC)cc2OC)C1 | 1.0%
COCCNc1ncnc2c1ncn2[C@H]1CN(Cc2ccc(OC)cc2)C[C@@H](CO)O1 | -3.8%
CC(C)c1ccc(Nc2c(-c3ccc(N4CCOCC4)cc3)nc3ncccn23)cc1 | 4.3%
Cc1cccc(C2c3c(n(C)c(=O)n(C)c3=O)N=C3c4ccccc4C(=O)C32)c1 (stereo not drawn) | -7.2%
CC(C)CCNC(=O)c1cnc2sc(N3CCCCC3)nn2c1=O | 0.0%
CCOc1ccc(N(c2nc(-c3ccc(OC)c(OC)c3)no2)c2nc(-c3ccc(OC)c(OC)c3)no2)cc1 | -2.3%
COc1cccc(NC(=O)CCc2nc(-c3cc(OC)c(OC)c(OC)c3)no2)c1 | -5.1%
COc1ccc(NC(=O)C[C@@H]2C(=O)N(Cc3ccccc3)CC2(C)C)cc1 | 9.4%
O=S(=O)(NCC(c1ccccc1)N1CCc2ccccc21)c1ccccc1 (stereo not drawn) | -3.5%
Cc1noc(C)c1C(=O)N1CCC2(CC1)CN(C(=O)Nc1cccc(F)c1)C2 | -6.8%
CCOC(=O)c1ccc(NC(=O)Cc2noc3ccc(C)cc23)cc1 | -7.0%
COc1ccc(OC(=O)N2C/C(=C/c3ccccc3)C(=O)/C(=C\c3ccccc3)C2)cc1 | 0.8%
COC(=O)CCC1(C(N)=O)CCC(=O)c2ccccc21 (stereo not drawn) | -2.2%
CCCc1cnc2c(c1SCC(=O)N1CCC(C)CC1)c(=O)n(C)c(=O)n2C | -8.6%
CN(CC(=O)Nc1ccc(Cl)c(C(F)(F)F)c1)C(=O)COc1cccc2cccnc12 | -10.2%
Cc1ccc(Cn2c(=O)n(Cc3ccccc3)c(=O)c3oc4ccccc4c32)cc1 | -0.4%
C#CCNC(=O)C1=C[C@@H](C)[C@H](CCCO)[C@@H](OCC)O1 | 0.6%
CC(O)(c1cccs1)C(C(=O)O)c1ccccc1 (stereo not drawn) | 4.8%
Cc1ccc(NC(=O)COC(=O)c2ccc3ncsc3c2)c(C)c1 | 0.2%
CCOc1ccc(C(=O)c2oc3ccccc3c2NC(=O)c2cc(=O)c3ccc(C)cc3o2)cc1 | -13.6%
CCc1ccc(NS(=O)(=O)c2[nH]ncc2C(=O)OC)cc1 | -6.7%
COc1ccc(/C=C(\C#N)c2nc(-c3cc(Cl)ccc3OC)cs2)cc1 | 1.8%
CC(=O)C1=CCC(c2ccc(Cl)c(Cl)c2)N(S(=O)(=O)c2ccc(C)cc2)C1 (stereo not drawn) | 0.3%
Cc1ccc(Cl)cc1NC(=O)C1CCC(CNS(=O)(=O)c2cccc3nsnc23)CC1 (stereo not drawn) | 3.5%
COc1ccc(/C=C\C(=O)NC2CC(=O)N(c3ccc(F)cc3)C2)cc1OC (stereo not drawn) | 1.7%
CC1CCN(C(=O)Cn2cc(SCC(=O)NCc3ccccc3Cl)c3ccccc32)CC1 | 1.4%
Cc1nn(CC(=O)Nc2ccccc2F)c(=O)c2c(C)n(-c3ccc(Cl)cc3)nc12 | 2.9%
CCOc1cc(C(c2c(O)nc(SC)[nH]c2=O)c2c(O)nc(SC)[nH]c2=O)ccc1O | ?
CN1C(=O)CN=C(c2ccc[nH]2)c2cc(Cl)ccc21 (tested in a mixture with another compound) | 4.5%
Cc1cccc(-n2c(C)nc3cc(C(=O)NC4CCCCCC4)ccc32)c1 | -2.3%

Structures above with a furan ring, fused or not:
SMILES | Tb PYK inh
CCN(Cc1ccccc1)Cc1c(O)ccc2oc(C)c(C(=O)Nc3ccccc3C)c12 | -7.6%
Cc1ccc2oc(C(=O)N(Cc3ccccc3F)C3CCS(=O)(=O)C3)c(C)c2c1 (stereo not drawn) | 3.6%
CCc1nc2c(OCc3ccc(OC(F)F)cc3)cccn2c1N(C)C(=O)c1ccco1 | -11.7%
Cc1ccc(Cn2c(=O)n(Cc3ccccc3)c(=O)c3oc4ccccc4c32)cc1 | -0.4%
CCOc1ccc(C(=O)c2oc3ccccc3c2NC(=O)c2cc(=O)c3ccc(C)cc3o2)cc1 | -13.6%

Next structures.
SMILES | Tb PYK inh
COc1cccc(C=NNC(=S)NN=Cc2cccc(OC)c2OC)c1OC | -11.7%
Cc1ccc(C)c(N(C)S(=O)(=O)c2ccc3[nH]cc(C(=O)NC4CCCC4)c(=O)c3c2)c1 | 3.7%
CC1(C(=O)NS(=O)(=O)Cc2ccccc2C(F)(F)F)CCN1C(=O)Cc1ccsc1 (stereo not drawn) | 3.7%
COc1cccc(C(O)c2nc(-c3ccc(Cl)cc3)cs2)c1 (stereo not drawn) | -4.3%
CC1CCCCN1S(=O)(=O)c1ccc(F)c(C(=O)Nc2ccccc2C(F)(F)F)c1 (stereo not drawn) | -19.4%
Cc1nc(SCC(=O)N2CCN(c3ccccc3)CC2)[nH]c(=O)c1C | -0.3%
CCC(=O)N1CCc2cc(Br)cc(S(=O)(=O)NCCc3ccccc3)c21 | -1.5%
COC(=O)c1ccc(Cn2c(SCc3ccccc3F)nc3ccncc32)cc1 | -2.5%

Some of the entries so far, with each value named.
COC(=O)c1ccc(Cn2c(SCc3ccccc3F)nc3ccncc32)cc1
- Tb PYK inh: -2.5%
Cc1nc(SCC(=O)N2CCN(c3ccccc3)CC2)[nH]c(=O)c1C
- Tb PYK inh: -0.3%
CCC(=O)N1CCc2cc(Br)cc(S(=O)(=O)NCCc3ccccc3)c21
- Tb PYK inh: -1.5%

Source: PubChem BioAssay

This is a subset; count on the stated rates, not on these rows.
